RBX1-CUL1 inh – blocks human RBX1-Cullin-1 di-ubiquitin formation. inhibition, % at 10 µM. in vitro K48 di-Ub FRET, acceptor:donor ratio, 45 min. 140,000 compounds, 0.6% hits. P62877+Q13616; in the data active = inhibition above about 25%
Target sequence (P62877 whole entry, looked up): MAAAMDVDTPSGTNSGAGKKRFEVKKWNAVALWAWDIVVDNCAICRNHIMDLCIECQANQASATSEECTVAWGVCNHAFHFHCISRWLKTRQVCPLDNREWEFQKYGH
Target sequence (Q13616 whole entry, looked up): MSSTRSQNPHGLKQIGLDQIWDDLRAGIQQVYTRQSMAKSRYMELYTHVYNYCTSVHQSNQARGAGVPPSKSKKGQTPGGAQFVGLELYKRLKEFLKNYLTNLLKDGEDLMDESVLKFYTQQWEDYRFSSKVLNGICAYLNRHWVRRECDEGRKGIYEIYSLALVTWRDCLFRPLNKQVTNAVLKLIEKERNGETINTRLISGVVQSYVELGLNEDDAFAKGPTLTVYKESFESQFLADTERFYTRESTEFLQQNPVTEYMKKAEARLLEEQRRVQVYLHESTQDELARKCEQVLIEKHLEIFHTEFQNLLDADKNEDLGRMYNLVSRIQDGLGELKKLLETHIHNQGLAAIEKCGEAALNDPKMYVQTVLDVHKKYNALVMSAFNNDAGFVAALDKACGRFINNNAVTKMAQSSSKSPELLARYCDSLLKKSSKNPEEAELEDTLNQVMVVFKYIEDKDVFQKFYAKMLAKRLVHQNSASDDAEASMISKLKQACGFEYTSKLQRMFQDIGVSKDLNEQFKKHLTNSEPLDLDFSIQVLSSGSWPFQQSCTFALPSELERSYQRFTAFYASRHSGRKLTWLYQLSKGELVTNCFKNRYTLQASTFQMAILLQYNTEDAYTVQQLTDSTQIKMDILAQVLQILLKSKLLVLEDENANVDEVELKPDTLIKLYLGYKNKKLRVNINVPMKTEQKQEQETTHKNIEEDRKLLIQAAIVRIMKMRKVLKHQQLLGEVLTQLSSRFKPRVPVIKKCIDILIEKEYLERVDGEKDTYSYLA
Numbers without * were called inactive. Only part of the results is shown. The share of hits here may be higher or lower than overall.

RBX1-CUL1 inh | SMILES
1.8 | COc1ccc(CNC(=O)CCC2(Cc3ccc(Cl)cc3)CCC(=O)N2)cc1OC (configuration not stated)
5.3 | COC(=O)c1ccccc1NC(=O)CSc1nc2c(c(C(F)(F)F)c1C#N)CN(C(C)=O)CC2
-10.8 | Cc1cc(C)c(NC(=O)CSc2cn(CC(=O)N3CCOCC3)c3ccccc23)c(C)c1
-1.7 | CCOC(=O)c1ccc(NC(=O)CCc2c(C)nc3c(-c4ccc(F)cc4)c(C)nn3c2C)cc1
-3.8 | CN(Cc1ccccc1)c1nc2c(S(=O)(=O)c3cccc(Cl)c3)nnn2c2ccsc12
4.0 | COCCOc1ccc(C(=O)NC2CCCCC2)cc1
4.3 | COc1ccc(C2c3c(oc4ccc(F)cc4c3=O)C(=O)N2Cc2ccc3c(c2)OCO3)cc1 (configuration not stated)
0.0 | O=C(CCN1CCCC1=O)NCc1cccnc1N1CCCCCCC1
-2.0 | CCOC(=O)C(=O)Nc1ccc(Cl)cn1
-5.8 | COc1cccc(CC(C2CCN(C(=O)COc3ccccc3)CC2)N(C)C(=O)c2ccn(C)n2)c1 (configuration not stated)
6.1 | Cc1c(Cl)cccc1N=C1NC(=O)/C(=C/c2cc3c(cc2Br)OCO3)S1
0.7 | CCCCn1c(=O)nc2n(-c3cc(OC)ccc3OC)c3ccccc3cc-2c1=O
-3.2 | CCc1cc(CNC(=O)c2coc(COc3ccccc3F)n2)on1
5.9 | CN1CC(C(=O)NCc2cccnc2N2CCc3ccccc3C2)CCC1=O (configuration not stated)
33.8* | CC(=O)c1coc2c1C(=O)c1ccccc1C2=O
2.6 | Cc1oc(-c2ccc(NC(=O)Cc3ccccc3)cc2)nc1CNC(=O)CCc1nc2ccccc2[nH]1
8.4 | CCCn1cc(-c2cc(C(=O)N(C)C)c3cc(Cl)ccc3n2)cn1
0.9 | CN1C(=O)Cc2cc(S(=O)(=O)CCC(=O)Nc3ccc(F)c(Cl)c3)ccc21
-1.0 | CCCN(Cc1cnc(S(C)(=O)=O)n1CC(C)C)CC1CC1
-2.4 | CCOc1ccc(CCNC(=O)CCn2c(=O)c3cccn3c3ccc(F)cc32)cc1OCC
1.9 | CC(C)N(C(=O)CSc1cn(CC(=O)N2CCCCCC2)c2ccccc12)C(C)C
-6.4 | CC(=O)NS(=O)(=O)c1cnccc1Sc1ccc(Cl)c(Cl)c1
-2.3 | COc1cc(OC)c(Nc2nc3ccccc3c3nncn23)cc1Cl
8.0 | CC(C)(C)OC(=O)N1CCC(c2c(C(=O)N3CCN(Cc4ccccc4)CC3)cnn2-c2cccc(Cl)c2)CC1
12.3 | Cn1c(=O)c2c(nc3n(CCN4CCCCC4)c(C(C)(C)C)cn23)n(C)c1=O
8.7 | COc1ccc(-c2cnnc(N3CC[C@@H]4CCCC[C@H]4C3)n2)cc1F
0.6 | CNC(C)c1ccc(C2CCCC2)cc1 (configuration not stated)
-0.1 | Cc1nc(N2CCC(C(=O)NCc3cnn(C)c3)CC2)nc2ccc(C(C)C)cc12
9.3 | CCN1/C(=c2/s/c(=C3/C(=O)N(c4ccccc4)C(=S)N3c3ccccc3)n(CC)c2=O)Sc2ccccc21
-4.5 | Cc1cccc(-n2c(CNC(=O)c3cccc(F)c3)nnc2SCC(=O)Nc2ccccc2F)c1
-6.6 | O=C1C(=Nc2cccc(C(F)(F)F)c2)C(Cl)C(=O)N1c1ccc(I)cc1 (configuration not stated)
-0.1 | N#CC1C(=N)OC2=NC(=O)NC(=O)C2C1c1ccccc1 (configuration not stated)
8.6 | O=C(CSc1nc(-c2ccccc2)c(-c2ccccc2)o1)Nc1nncs1
5.5 | CC(C)(C)C1CCC(=C(C#N)C(=O)NC2CCCCC2)CC1 (configuration not stated)
5.4 | COc1ccc(Br)cc1/C=C1\C(=O)Nc2ccc(Br)cc21
-4.1 | O=C(NC1CC2CCC1C2)c1ccc(CN2CCCC2)cc1 (configuration not stated)
8.7 | CC1(C)CC(=O)C2=C(C1)CC1(C)CC(C)(C)CC2(O)C1 (configuration not stated)
5.1 | CCCC1=NN2C(=N)/C(=C/c3ccc(OCc4ccccc4Cl)c(OC)c3)C(=O)N=C2S1
0.5 | CCN(CC)C(=O)Cn1c(=O)n(CCCCCC(=O)Nc2ccccc2)c(=O)c2sccc21
14.4 | O=C(NCc1cccnc1)C1CCN(C2CCN(Cc3ccoc3)CC2)CC1
0.2 | COc1ccccc1CNC(=O)c1ccc2[nH]c(C)c(C)c2c1
-10.5 | Cc1ccccc1CSCCNC(=O)C1CCN(S(=O)(=O)Cc2ccccc2)CC1
-0.7 | COCCSc1ccccc1C(=O)Nc1nnc(C(F)(F)F)s1
-1.5 | Cc1ccc(OC(C)C(=O)Nc2c(C)cc(C)cc2C)cc1 (configuration not stated)
-2.5 | CCOc1ccc(C(=O)Nc2nnc(S(=O)(=O)N(CC)c3ccccc3C)s2)cc1
-8.3 | C#CCN(CC=C)C(=O)C1CCC(=O)N(CCCN2CCCC2=O)C1 (configuration not stated)
-2.9 | CCN1CCC(NC(=O)c2ccc(C)c(C)c2)CC1
-1.9 | O=C(CN1CCCC1)Nc1ccc(Br)cc1F
-1.9 | COc1ccccc1NC(=O)CSc1nnc(CSc2nc(C)cc(C)n2)n1-c1ccccc1
16.2 | Cc1ccc(S(=O)(=O)N(CC(=O)NCCc2ccccc2)C2CCCCC2)cc1

14 entries from above, ordered by SMILES length, lowest first.
RBX1-CUL1 inh | SMILES
0.6 | CNC(C)c1ccc(C2CCCC2)cc1 (configuration not stated)
-4.1 | O=C(NC1CC2CCC1C2)c1ccc(CN2CCCC2)cc1 (configuration not stated)
-0.7 | COCCSc1ccccc1C(=O)Nc1nnc(C(F)(F)F)s1
-0.1 | N#CC1C(=N)OC2=NC(=O)NC(=O)C2C1c1ccccc1 (configuration not stated)
5.5 | CC(C)(C)C1CCC(=C(C#N)C(=O)NC2CCCCC2)CC1 (configuration not stated)
-8.3 | C#CCN(CC=C)C(=O)C1CCC(=O)N(CCCN2CCCC2=O)C1 (configuration not stated)
14.4 | O=C(NCc1cccnc1)C1CCN(C2CCN(Cc3ccoc3)CC2)CC1
8.6 | O=C(CSc1nc(-c2ccccc2)c(-c2ccccc2)o1)Nc1nncs1
8.7 | COc1ccc(-c2cnnc(N3CC[C@@H]4CCCC[C@H]4C3)n2)cc1F
16.2 | Cc1ccc(S(=O)(=O)N(CC(=O)NCCc2ccccc2)C2CCCCC2)cc1
-6.6 | O=C1C(=Nc2cccc(C(F)(F)F)c2)C(Cl)C(=O)N1c1ccc(I)cc1 (configuration not stated)
-2.5 | CCOc1ccc(C(=O)Nc2nnc(S(=O)(=O)N(CC)c3ccccc3C)s2)cc1
-4.5 | Cc1cccc(-n2c(CNC(=O)c3cccc(F)c3)nnc2SCC(=O)Nc2ccccc2F)c1
9.3 | CCN1/C(=c2/s/c(=C3/C(=O)N(c4ccccc4)C(=S)N3c3ccccc3)n(CC)c2=O)Sc2ccccc21

The results go on.
RBX1-CUL1 inh | SMILES
7.5 | O=C(O)c1cc(S(=O)(=O)Nc2ccc(Br)cc2)c(Cl)cc1Cl
-7.0 | Cc1nnsc1C(=O)Nc1ccc(C(=O)c2ccc(F)cc2)cc1
-2.8 | Cc1ccc2nc(NS(=O)(=O)c3ccc(Cl)cc3)c(Nc3ccc(C(=O)O)cc3)nc2c1
6.3 | CCCn1c2ccccc2c2cnn(CC(=O)NCCc3ccc(C)cc3)c(=O)c21
-0.6 | COc1cccc(CNCCCSc2nnnn2C)c1OC
-11.8 | Cc1cccc(N(CC(=O)O)CC(=O)O)c1
-7.8 | Cc1cccc(C(=O)Oc2c(Sc3ccccc3)c(C)nn2C(C)(C)C)c1
-11.2 | C=CCNC(=O)c1ccc(-c2nc3ccccc3nc2-c2ccccc2)cc1
-5.6 | Cc1ccc(S(=O)(=O)NC(C)C(N)=O)cc1 (configuration not stated)
-3.6 | CCOC(c1ccccc1)c1ccc2c(c1)CN(Cc1ccc(C#CC(C)(C)O)cc1)CCO2 (configuration not stated)
-11.1 | CCC(CC)C(=O)Nc1nnc(SCc2cc(=O)n3cccc(C)c3n2)s1
-4.9 | O=C(NCc1cccc(Cl)c1)NCc1noc2ccccc12
1.4 | C/C(=N\OCc1ccccc1)C1C(=O)C=C(c2ccccc2)N(c2ccccc2)C1=O (configuration not stated)
2.4 | C=C(C)CSc1nnc(-c2cc(OC)c(OC)c(OC)c2)o1
-2.5 | Cc1ccccc1-n1c(=S)[nH]c2nc3c(cc2c1=O)COC(C)(C)C3
-1.0 | CC1=NC2=C(C(=O)CCC2)C(c2cccs2)C1C(=O)Nc1ccc(F)cc1F (configuration not stated)
7.6 | O=C(Nc1sc2c(c1C(=O)NC1CCCC1)CCC2)c1ccncc1
0.7 | COc1ccc(CCNC(=O)c2nc(SCc3ccccc3F)ncc2Cl)cc1OC
-10.8 | CC(C)c1ccc(NC(=O)c2ccc(N3CCOCC3)cc2)cc1
0.8 | C=CCNC(=S)NNC(=O)c1ccco1
0.8 | O=C1S/C(=C\c2ccc(N3CCOCC3)cc2)C(=O)N1Cc1ccccc1Cl
0.8 | COc1ccc2oc(/C=C(\C)N(C)C)c(C(=O)c3ccc(Br)cc3)c2c1
-8.6 | CC(C)c1ccc(C2C(C#N)C(=N)SC(=N)C2C#N)cc1 (configuration not stated)
-6.7 | Cc1ccccc1NC(=O)c1sc2nc(-c3cc4ccccc4oc3=O)[nH]c(=O)c2c1C
-6.5 | CCn1c(CN2CCN(c3ccc(C)cc3)CC2)nc2ccccc21
-4.9 | C=CCc1ccc(Oc2cc(=O)n(C)c(=O)n2C)c(OC)c1
9.6 | Cc1c(C(C)NCc2cnn(C)c2)cnn1-c1ccccc1 (configuration not stated)
-6.3 | COc1ccccc1NC(=O)c1ccc2c(c1)C1C3CCC(C3)C1C(c1ccccc1)N2 (configuration not stated)
-1.4 | COc1cccc(-n2c(O)cc(=O)[nH]c2=S)c1
6.3 | Cc1ccc(-n2nc3c(N4CCC(C(=O)NCc5ccccc5Cl)CC4)nnc(C)c3c2C)cc1
0.7 | CCOC(=O)c1cccc(NC(=O)C2(S(=O)(=O)c3ccc(C)cc3)CC2)c1
1.5 | Cc1cc2nc3c(nc2cc1C)-c1ccccc1C3
-5.8 | COc1ccc(NC(=O)c2ccc(C(C)(C)C)c(Br)c2)cc1
4.9 | CCOC(=O)c1c(-c2ccc(C)cc2)csc1NC(=O)c1nc(SC(C)C)ncc1Cl
-2.3 | CCc1ccc(N2C(=O)CS(=O)(=O)C23C(=O)N(Cc2ccccc2)c2ccccc23)cc1 (configuration not stated)
6.8 | CCOC(=O)Oc1ccc2c(=O)c(Oc3ccc(OC)cc3)c(C(F)(F)F)oc2c1
-0.8 | CC(=O)c1cccc(N=c2scc(-c3ccc(Cl)cc3)n2CCCO)c1
1.6 | Cc1cccc(NC(c2ccc([N+](=O)[O-])cc2)c2ccc3ccc(C)nc3c2O)n1 (configuration not stated)
-1.0 | CCOc1cc(/C=C2/C(=N)N3N=C(C)SC3=NC2=O)cc(Cl)c1OCCOc1ccc(Cl)c(C)c1
-1.7 | CCCN(CCC)CCCNC(=O)c1cc2c(=O)oc3ccc(C)cc3c2s1
3.2 | O=C1C(Nc2ccccc2)=Nc2ccccc21
-7.7 | CCOC1C(Cl)c2ccccc2C(C#N)N1C(=O)c1ccccc1 (configuration not stated)
4.1 | CCn1c(COc2ccc(C(C)C)cc2)nnc1SCC(=O)Nc1ccccc1
-5.1 | Cc1ccc(-c2noc(CSc3nnc(C)n3-c3ccccc3)n2)cc1
-7.7 | CN(CCc1nc2ccc(F)cc2[nH]1)c1nc2nonc2nc1N1CCSCC1
1.4 | COc1ccccc1C(=O)CC1(O)C(=O)Nc2ccc(Br)cc21 (configuration not stated)
-1.9 | Cc1cccc(NC(=O)CCS(=O)(=O)c2cccc3nsnc23)c1C
0.6 | COc1ccc(NC(=O)c2cc3nc(-c4ccc(C)c(C)c4)cc(C(F)(F)F)n3n2)cc1
0.7 | CC(=O)NCCC(=O)NCc1cccnc1Oc1c(C)cccc1C
-0.5 | Cc1c(CC(=O)N2CCC[C@H]2CO)c2c(n1Cc1ccc(F)cc1)CCCC2=O

2 records drawn at random from those above:
RBX1-CUL1 inh | SMILES
-4.9 | C=CCc1ccc(Oc2cc(=O)n(C)c(=O)n2C)c(OC)c1
-5.8 | COc1ccc(NC(=O)c2ccc(C(C)(C)C)c(Br)c2)cc1

Later entries:
RBX1-CUL1 inh | SMILES
-1.9 | Cc1ccc(-c2cn3c(n2)sc2cc(C(=O)NCc4cccs4)ccc23)cc1
8.3 | COc1ccc(-c2noc(-c3ccccn3)n2)cc1
0.7 | COc1ccc(NC(=O)NC2COc3ccccc3C2)c(OC)c1 (configuration not stated)
4.0 | Cc1cc(NC(=O)N(C)CCc2c(C)nn(C)c2C)ccc1Br
-2.6 | CCC(c1cccc(C)c1)C(C(=O)Oc1cc(Cl)c(Cl)c(Cl)c1)C(=O)Oc1cc(Cl)c(Cl)c(Cl)c1 (configuration not stated)
-7.4 | CCOC(=O)C1=C(C)OC(=N)C(C#N)C1c1ccc(COc2ccccc2[N+](=O)[O-])o1 (configuration not stated)
-0.6 | Cn1c(SCC(=O)N2CCOCC2)ncc(C(=O)Nc2ccc(F)cc2)c1=O
-9.5 | CCOC(=O)c1cc(NC(=O)C(C)c2cccc(C(=O)c3ccccc3)c2)ccc1O (configuration not stated)
3.2 | COc1ccc(Cl)cc1NC(=O)C1C2CCC(C2)C1C(=O)O (configuration not stated)
8.6 | C/C(=C1\C(=O)N(c2nc3ccccc3s2)N=C1C(F)(F)F)N1CCN(C)CC1
-6.9 | CC(C)c1cnc2c(c1SCC(=O)NCc1ccccc1Cl)c(=O)n(C)c(=O)n2C
-7.5 | CCOc1ccc(CCNC(=O)c2cc3cc4cc(OC)ccc4nc3s2)cc1OCC
-0.5 | C=CCn1c(SCC(=O)Nc2ccccc2)nc2sc(C)c(C)c2c1=O
-2.5 | CSC1=NC(=N)C(C(c2cn(-c3ccccc3)nc2-c2ccccc2)C2C(=N)N=C(SC)NC2=O)C(=O)N1 (configuration not stated)
-5.4 | COc1ccc(-c2csc(=NCCO)n2-c2ccccc2)cc1
1.9 | C=C(C)CNC(=S)Nc1sc2c(c1C(=O)OCC)CCC(C)C2 (configuration not stated)
-3.2 | O=C(NNC1=NC2(CCCC2)Cc2ccccc21)c1ccc(Br)o1
-1.9 | COc1cccc(C2=NS(=O)(=O)N(C)C(C(=O)Nc3cccc(O)c3)=C2)c1
8.0 | NC(=O)c1oc2ccccc2c1NC(=O)CCCCCN1C(=O)c2ccccc2C1=O
0.4 | CN(C(=O)c1ccccn1)C(Cc1ccccc1)C1CCN(C(=O)[C@H]2C[C@@H]3C=C[C@H]2C3)CC1 (some centres not stated)

Source: PubChem (Icahn School of Medicine at Mount Sinai)
